NPY-Y1 antag = NPY-Y1 (human) receptor antagonism | P25929 | HEK293-CNG Y1 cells, membrane potential fluorescence; NPY at EC95, then isoproterenol | inhibition, % at 3.6 µM | 200,000 tested, 1% active;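 active means inhibition above the campaign mean inhibition of all tested compounds plus 3 SD, cut at about 20% in these data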;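 further: 0% = DMSO wells given NPY plus isoproterenol and 100% = isoproterenol alone without NPY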
Target sequence (P25929 whole entry, looked up): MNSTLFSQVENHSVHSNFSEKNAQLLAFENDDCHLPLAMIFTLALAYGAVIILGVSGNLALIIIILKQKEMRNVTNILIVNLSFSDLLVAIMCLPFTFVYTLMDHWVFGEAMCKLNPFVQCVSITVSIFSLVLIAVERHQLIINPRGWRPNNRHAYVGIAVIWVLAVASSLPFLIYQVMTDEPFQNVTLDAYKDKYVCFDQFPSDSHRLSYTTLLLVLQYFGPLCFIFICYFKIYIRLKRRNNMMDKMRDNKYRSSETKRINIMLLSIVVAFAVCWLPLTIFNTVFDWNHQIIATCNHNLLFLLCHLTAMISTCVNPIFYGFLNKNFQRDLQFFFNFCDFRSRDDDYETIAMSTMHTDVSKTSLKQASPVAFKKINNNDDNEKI
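System: HEK293 cells with Y1 receptor plus CNG channel / Probe or stimulus: NPY 25 nM then isoproterenol 1 µM plus Ro 20-1724 25 µM / Compound: one concentration, 3.6 µM, in 0.4% DMSO / Schedule: compound incubation 1 h at room temperature, readout 45 min post-stimulation / Measured by: membrane potential fluorescence / Read-out: % inhibition of NPY effect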
BaF3 parental = reduces parental Ba/F3 cell viability, JAK2V617F counter-screen; CellTiter-Glo ATP luminescence; AID 1486; inhibition, % at 5.6 µM; 220,000 tested, 1.1% active;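 active means inhibition above a per-campaign cutoff, the mean inhibition of all tested compounds plus 3 SD, cut at about 27% in these data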;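 further: 0% = DMSO wells and 100% = JAK Inhibitor I control wells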
RBBP9 inhibitor = human RBBP9 hydrolase inhibition; O75884; recombinant RBBP9, FP-Rh probe fluorescence polarization; inhibition, % at 7.94 µM; AID 1515; 220,000 tested, 0.2% active;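 active means inhibition above the campaign mean of all tested compounds plus 3 SD, cut at about 14% in these data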;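 further: plate controls were DMSO wells with RBBP9 for no effect and wells lacking RBBP9 protein for full effect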
Target sequence (O75884 whole entry, looked up): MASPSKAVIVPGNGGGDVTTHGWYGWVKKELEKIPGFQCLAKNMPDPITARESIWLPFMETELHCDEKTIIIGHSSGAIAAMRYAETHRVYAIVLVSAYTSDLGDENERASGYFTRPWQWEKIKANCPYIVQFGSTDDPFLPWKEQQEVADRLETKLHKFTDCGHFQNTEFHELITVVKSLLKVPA
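Test system – recombinant human RBBP9 · Input – RBBP9 2.5 µM in dispensing solution, pre-mixing · Medium – Tris buffer pH 8.0, NaCl, Pluronic · Schedule – preincubation 30 min plus labeling 45 min at 25 °C · Measured by – fluorescence polarization · Measure – % inhibition · Controls – DMSO and no-protein wells · Replicates – one well per compound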
S1P4 antagonist = blocks the human S1P4 receptor. 220,000 tested, 0.26% active. inhibition, % at 4.98 µM. S1P4-expressing cells, antagonist mode, reporter read-out. AID 1510. O95977; in the data active means inhibition above about 29%;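 further: 0% = wells stimulated with agonist and 100% = vehicle wells without agonist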
Runt-CBFb FRET = blocks binding of human RUNX1 Runt domain to CBFb; Q01196+Q13951; Cerulean-Runt/Venus-CBFb FRET ratio 530/480, 1 h; inhibition, % at 20 µM; 220,000 tested, 0.46% active; AID 1496;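 active means inhibition over about 50% at 20 µM in the single-dose screen, limit read from the data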;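 further: 0% = DMSO wells and 100% = excess unlabeled CBFb competitor control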
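Doses: 20 µM compound in 1% DMSO | Material: Cerulean-labeled Runt domain protein | Amount: Each fluorescent fusion protein 100 nM | Schedule: Two 1 h room-temperature incubations shielded from light | Measured by: FRET fluorescence | Evaluation: Loss of energy transfer signal | Controls: Unlabeled CBFb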
NPY-Y1 PAM-ag = human NPY-Y1 potentiation or agonism, primary screen; P25929; NPY-Y1 expressing cells, potentiator/agonist activation; activation, % at 3.6 µM; 220,000 tested, 0.37% active; AID 1304; in the data active means activation above about 33%, passing the limit was not always enough;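 further: cells stimulated with NPY at EC10 then isoproterenol at EC100; 0% = low agonist plus stimulus and 100% = saturating agonist plus stimulus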
NPY-Y2 PAM-ag = potentiators or agonists of human neuropeptide Y receptor Y2. cells expressing NPY-Y2, potentiator/agonist read-out. activation, % at 3.6 µM. 220,000 tested, 0.45% active. AID 1359; in the data active means activation above about 27%;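 further: cells stimulated with NPY near EC25 plus isoproterenol at EC100; 0% = vehicle plus submaximal agonist and 100% = vehicle plus saturating agonist; some results beyond the cut were filed as inactive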
Target sequence (P49146 whole entry, looked up): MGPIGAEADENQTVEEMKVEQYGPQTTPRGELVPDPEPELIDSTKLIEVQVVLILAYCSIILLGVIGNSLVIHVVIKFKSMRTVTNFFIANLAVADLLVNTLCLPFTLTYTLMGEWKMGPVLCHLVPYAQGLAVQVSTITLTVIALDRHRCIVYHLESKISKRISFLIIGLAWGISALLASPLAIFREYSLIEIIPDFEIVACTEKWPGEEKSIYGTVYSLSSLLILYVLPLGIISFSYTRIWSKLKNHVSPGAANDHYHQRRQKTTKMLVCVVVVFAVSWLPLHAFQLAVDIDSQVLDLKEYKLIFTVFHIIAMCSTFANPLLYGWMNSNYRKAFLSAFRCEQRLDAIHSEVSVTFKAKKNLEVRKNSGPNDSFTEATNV
S1P4 ag = agonists of human S1P4 receptor; S1P4-expressing cell line, agonist reporter assay; O95977; AID 1509; activation, % at 4.98 µM; 220,000 tested, 0.35% active; in the data active means activation above about 11%;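 further: 0% = DMSO vehicle and 100% = reference agonist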
Ba/F3 V617F tox = lowers viability of Ba/F3 cells expressing EpoR and JAK2V617F; ATP luminescence; inhibition, % at 5.6 µM; 220,000 tested, 1.1% active; AID 1446;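 active means inhibition above the campaign mean plus 3 SD over all tested compounds, cut at about 24% in these data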;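 further: cytokine-independent growth of Ba/F3 cells driven by EpoR plus mutant JAK2; 0% = DMSO-treated cells and 100% = JAK inhibitor I control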
* hit, by the source's call; / = no result given.

smiles	Ba/F3 V617F tox	NPY-Y2 PAM-ag	NPY-Y1 antag	S1P4 antagonist	Runt-CBFb FRET	RBBP9 inhibitor	S1P4 ag	BaF3 parental	NPY-Y1 PAM-ag
CN(C)c1ccc(/C=N/Nc2ccc(-n3ccnc3)nn2)cc1	-4	6	2	-13	10	2	1.4	0	4
CCC1CCCCN1CCCNC(=O)CC1Oc2ccccc2NC1=O (configuration not stated)	-2	-15	0	5	-2	-6	0.1	2	0
CC(C)c1nc2c([nH]1)c(=O)n(C)c(=O)n2C	0	17	/	3	1	-7	0.7	1	11
CC1(CC(=O)N/N=C/c2cc3c(cc2Br)OCO3)OCCO1	-2	2	1	4	-1	-7	-0.2	7	3
Cc1cc(C(=O)N/N=C/c2ccccc2)c(C)o1	5	0	/	-12	0	-11	-0.2	0	-7
CC(C)[C@H](NC(=O)OC(C)(C)C)C(=O)N/N=C/c1ccc2nccnc2c1	-2	4	/	-8	-2	-6	0.8	0	12
Cc1c(Cc2ccccc2)c(=O)oc2cc(OCc3nn[nH]n3)ccc12	-4	4	3	6	-2	0	-1.3	1	-5
O=C(NCc1ccco1)C1CC(=O)N(c2ccc(F)cc2)C1 (configuration not stated)	-3	5	5	-1	1	-10	1.9	4	-11
O=C(Nc1ccc(Cn2cccn2)cc1)c1ccc(COc2ccccc2Br)cc1	2	5	-3	-1	-2	-34	0.7	3	14
CCn1c(SCc2cccc(F)c2)nnc1-c1cccnc1	0	-1	6	-13	2	4	-0.2	-1	-3
CCOC(=O)/C=C(\C)Nc1cc(C)nn1-c1ccccc1	5	12	4	-27	-1	-4	1.5	5	3
O=C(CCc1ccc(S(=O)(=O)N2CCOCC2)cc1)Nc1ccc(N2CCOCC2)cc1	-6	13	-1	7	0	-3	-2.6	1	1
COc1ccc(C2Nc3ccccc3C(=O)N2c2ccccc2)cc1COc1ccccn1 (configuration not stated)	1	-7	22*	-21	3	-10	1.1	5	8
O=C(c1cc(-c2cccs2)on1)N1CCc2ccccc2C1	-5	-6	14	-9	-4	0	3.3	1	-33
Fc1cccc(Cl)c1CSc1ccc2nnc(-c3ccccn3)n2n1	-3	1	4	-4	-4	-1	0.7	-2	22
COc1ccc(OC)c(CNc2ccc(F)c(Cl)c2)c1	3	-12	6	-8	-1	-11	2.9	3	-23
N=c1c2c(ncn1Cc1ccco1)Oc1cc(O)ccc1C2c1ccccc1 (configuration not stated)	0	12	/	6	10	2	2.4	-2	-1
COc1ccc(C(CC(=O)O)NC(=O)Cc2ccccc2)cc1 (configuration not stated)	-6	3	-4	-7	1	-4	1.5	3	12
O=c1[nH]nc(Cc2ccc(Cl)cc2)c2ccccc12	4	-7	7	-19	-1	-3	3.1	4	-12
COc1c2ccoc2c(OC[C@@H](O)C(C)(C)O)c2oc(=O)ccc12	-4	6	1	-2	4	-13	0.2	3	-14
Cc1ccccc1-c1nc(CS(=O)(=O)CC(=O)NCCN2CCOCC2)c(C)o1	2	-11	1	-12	-1	-7	-1.5	0	1
COc1ccccc1/C=C/C=N/NC(=O)c1ccc(=O)n(C)c1	-2	13	-6	2	1	-1	2.3	4	-1
CC(C)(C)C(=O)/C(C#N)=C/c1cccs1	0	3	/	13	-2	-2	0.5	1	4
Cc1ccc2[nH]c3c(=O)n(CCc4cnc[nH]4)cnc3c2c1	0	1	-1	-9	1	-3	0.8	-5	-3
COCc1nnc(NC(=O)c2ccc(NC(=O)C(C)C)cc2)s1	-1	1	1	-7	1	2	-0.1	1	-2
Cc1ccccc1C(=O)NC(=S)Nc1ccc(Cc2ccncc2)cc1	-5	11	1	-3	1	-7	-0.4	-1	0
Cc1cc(C)c2nc(NNC(=O)c3ccc(S(=O)(=O)N4CCCC(C)C4)cc3)sc2c1 (configuration not stated)	-4	19	-4	-4	9	-6	1.4	5	13
CCOC(=O)c1c(C)[nH]c(C)c1C(=O)CSc1nc2ccccc2c(=O)n1-c1ccc(Cl)cc1	4	10	-9	-42	-1	-16	0.2	5	14
Cc1cc(C(=O)N2CCN(c3ccccc3)CC2)no1	1	-17	7	-7	1	0	-1.1	2	-11
CC(=O)c1ccc(NC(=S)N(C)C2CCN(C)CC2)cc1	-2	8	-5	-9	0	-4	-0.2	7	-10
Cc1cccc(N2CCN(C(=O)C3CCN(S(=O)(=O)N4CCOCC4)CC3)CC2C)c1 (configuration not stated)	2	-5	4	-11	0	0	1.0	10	2
Cc1nnc(SCc2ccc(F)cc2)s1	2	-17	-1	0	0	5	1.4	7	13
CCN(CC)S(=O)(=O)c1cccc(-c2nnc(SCCCC(=O)c3ccccc3)o2)c1	6	-12	2	12	-4	-17	1.5	9	-25
CC(C)(C)c1ccc(S(=O)(=O)N(CCCN2CCOCC2)Cc2cccs2)cc1	-5	-22	7	9	-5	-1	3.1	2	-22
CCS(=O)(=O)N1CCC(C(=O)NCCCOC)CC1	4	-13	-3	2	/	-10	0.9	4	-1
COC(=O)c1[nH]c2ccc(C)cc2c1NC(=O)C1=COCCO1	-2	5	-5	-1	3	-5	-0.3	4	6
COc1cc(C2C(C#N)=C(N)Oc3c2ccc2ccccc32)ccc1OCC(=O)Nc1cccc(C)c1 (configuration not stated)	4	-2	-2	-11	-17	-15	-0.9	5	-16
CC(COc1cccc2ccccc12)CN1CCN(C)CC1 (configuration not stated)	-1	1	0	-23	-1	-3	0.6	6	-1
O=C(Nc1cccc(-c2cn3ccccc3n2)c1)c1ccccc1	2	-8	-5	-5	1	-9	-0.6	7	6
COc1cccc(Nc2nnc(SCN3C(=O)c4ccccc4C3=O)s2)c1	0	-4	1	-3	-1	-2	2.1	6	3
O=C1CC(N2CCN(c3ccc(O)cc3)CC2)C(=O)N1c1ccc2c(c1)OCO2 (configuration not stated)	-2	-10	-2	-9	33	-3	1.3	14	-17
COc1ccc2nc(C)cc(SCC(=O)NNC(=O)COc3ccc(C)cc3)c2c1	-1	9	2	-2	-4	-4	-0.2	1	20
CCOC(=O)Cc1cc(=O)[nH]c(/N=C(\N)Nc2ccc(C)c(C)c2)n1	2	-2	1	-14	-1	-2	1.6	5	10
Cc1nc(CN2CCN(C(=O)CCc3nnc(Cc4c[nH]c5ccccc45)o3)CC2)cs1	2	3	4	-4	0	-9	-0.8	4	9
O=c1[nH]ncc(N2CCN(Cc3ccccc3)CC2)c1Cl	3	9	6	-18	0	1	-0.6	7	16
Cc1cccc(CSC2=NCCN2C(=O)c2ccc(S(=O)(=O)N(C)C)cc2)c1	-4	-5	5	-15	-8	-7	0.1	0	16
COc1ccc(OC)c(/C=N/NC(=O)CCN2CCN(C(c3ccccc3)c3ccccc3)CC2)c1	-4	-8	2	-10	-1	-4	-2.0	4	-25
O=C(OCC(=O)N1CCCCCC1)c1cccs1	-4	15	4	-11	-2	5	-1.6	1	15

Shown as labelled records: part of the list above
SMILES: CCOC(=O)Cc1cc(=O)[nH]c(/N=C(\N)Nc2ccc(C)c(C)c2)n1
- Ba/F3 V617F tox: 2
- NPY-Y2 PAM-ag: -2
- NPY-Y1 antag: 1
- S1P4 antagonist: -14
- Runt-CBFb FRET: -1
- RBBP9 inhibitor: -2
- S1P4 ag: 1.6
- BaF3 parental: 5
- NPY-Y1 PAM-ag: 10
SMILES: Cc1cccc(CSC2=NCCN2C(=O)c2ccc(S(=O)(=O)N(C)C)cc2)c1
- Ba/F3 V617F tox: -4
- NPY-Y2 PAM-ag: -5
- NPY-Y1 antag: 5
- S1P4 antagonist: -15
- Runt-CBFb FRET: -8
- RBBP9 inhibitor: -7
- S1P4 ag: 0.1
- BaF3 parental: 0
- NPY-Y1 PAM-ag: 16

The listing continues.
smiles	Ba/F3 V617F tox	NPY-Y2 PAM-ag	NPY-Y1 antag	S1P4 antagonist	Runt-CBFb FRET	RBBP9 inhibitor	S1P4 ag	BaF3 parental	NPY-Y1 PAM-ag
CC(C)C(c1nnnn1Cc1ccc(F)cc1)N1CCN(Cc2ccc3c(c2)OCO3)CC1 (configuration not stated)	0	-18	12	-4	-1	-4	1.3	4	-15
O=C1CCC(=O)c2oc3ccccc3c2N1	0	-8	-1	-5	0	-5	-0.2	4	31
S=C(NC1CCCC1)N1CCN(C/C=C/c2ccccc2)CC1	-1	-15	-4	-4	-3	-2	-1.9	4	-10
O=c1c2c3c(sc2nc(N2CCNCC2)n1CCc1ccccc1)CCCCC3	0	-11	/	0	3	-3	1.1	4	-7
Cc1ccc(N2C(=O)CC(Nc3cccc4ccccc34)C2=O)cc1 (configuration not stated)	4	-18	/	8	5	-6	-1.6	-3	-16
Cc1ccc(-n2c(N)c(C(N)=O)sc2=S)c(C)c1	2	1	-2	-17	40	-3	1.0	0	5
Cc1noc(C)c1S(=O)(=O)N1CCC(C(=O)NCCN2CCC(C)CC2)CC1	2	-11	8	-8	0	-2	1.8	7	6
O=Cc1cn(CC(=O)N2CCCCCC2)c2ccccc12	-2	5	/	2	-1	-8	-2.0	1	9
Cc1ccccc1C(=O)N1CCN=C1SCc1ccc([N+](=O)[O-])cc1	-7	-13	8	-15	-1	10	0.0	-4	9
CC1=C(C(=O)OC(C)C)C(c2ccc(F)cc2)NC(=O)N1 (configuration not stated)	-6	0	-7	-11	2	2	0.4	0	-12
N/C(=N\OC(=O)CCC1CCCC1)c1ccncc1	5	-6	-3	7	25	-4	-1.9	2	4

Screens as filed in PubChem BioAssay.
